High-throughput results deposited in PubChem by Fisher Drug Discovery Resource Center.
hcGAS inh – human cGAS inhibition; Q8N884; recombinant h-cGAS, ATP depletion, Kinase-Glo luminescence; inhibition, % at 12.5 µM; actives 0.081% (n = 290,000); AID 1259398;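 further: 0% = vehicle reaction and 100% = reaction without DNA for no activity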
Target sequence (Q8N884 whole entry, looked up): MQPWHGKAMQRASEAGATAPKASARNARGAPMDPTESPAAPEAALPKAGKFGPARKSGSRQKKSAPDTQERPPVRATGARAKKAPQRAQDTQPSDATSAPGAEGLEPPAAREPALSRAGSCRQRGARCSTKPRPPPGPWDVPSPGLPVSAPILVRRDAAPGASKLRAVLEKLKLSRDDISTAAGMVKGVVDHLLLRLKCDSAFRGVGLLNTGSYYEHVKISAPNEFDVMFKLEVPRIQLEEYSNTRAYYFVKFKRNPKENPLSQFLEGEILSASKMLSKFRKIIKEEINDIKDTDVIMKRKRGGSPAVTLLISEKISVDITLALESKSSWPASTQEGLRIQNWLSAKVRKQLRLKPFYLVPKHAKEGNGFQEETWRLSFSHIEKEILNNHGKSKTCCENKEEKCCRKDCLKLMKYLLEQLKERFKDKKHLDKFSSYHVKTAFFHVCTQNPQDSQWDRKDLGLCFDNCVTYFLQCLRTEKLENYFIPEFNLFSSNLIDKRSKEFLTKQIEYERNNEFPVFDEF
mcGAS inh – inhibitors of mouse cGAS | recombinant cGAS, Kinase-Glo ATP depletion luminescence | inhibition, % at 12.5 µM | actives 0.15% (n = 160,000) | AID 1259399;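 further: 0% = negative control wells and 100% = reference inhibitor with no enzyme activity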
NPYLR7 agonist – mosquito NPYLR7 agonism. HEK293T NPYLR7/Galpha15, GCaMP6s calcium fluorescence. AID 1259423. activation, % at 10 µM. actives 0.15% (n = 270,000); in the data active means activation above about 40%;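 further: 0% = vehicle and 100% = reference agonist at the receptor; some compounds past the cut are filed as inactive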
* = called active by the depositor; . = no result given. Unless noted, no stated cut-off is given here; in the data, active means inhibition above about 40%; inactive means the rest.

SMILES	hcGAS inh	mcGAS inh	NPYLR7 agonist
COC(=O)Cn1c(=NC(=O)c2cccc([N+](=O)[O-])c2)sc2cc3c(cc21)OCO3	-8.4	-7.7	0.8
O=C(Nc1cccc(C2SCC(=O)N2c2ccc(F)cc2F)c1)c1ccc(Cl)c(Cl)c1 (configuration not stated)	-1.0	-3.2	2.3
CCCc1cc(=O)[nH]c(N=C(NC(=O)c2ccccc2)Nc2ccc(F)cc2)n1	0.7	.	-0.3
COc1ccc(CCNC(=O)c2ccccc2N2CCC(NC(=O)COc3ccccc3)CC2)cc1OC	1.0	-5.4	-2.5
O=C(NCCn1nc(-c2ccc(F)cc2)ccc1=O)C(c1ccccc1)c1ccccc1	-5.0	-9.2	-2.6
CCOc1ccccc1-c1cnc(N)nc1	-3.6	.	1.5
CCN(CC)S(=O)(=O)c1ccc(C(=O)Nc2ccsc2C(=O)OC)cc1	-4.9	-10.2	8.6
Cc1nc(N2CCN(CC(=O)N3CCCCC3)CC2)c2cc(-c3ccccc3)sc2n1	-0.8	.	2.0
Cc1cccc(CN2CCN(c3ccccc3C)C(=O)C2C)c1 (configuration not stated)	-2.1	-3.9	-0.7
O=C(NCc1ccco1)c1ccc(CSc2nnc(-c3cccs3)n2-c2ccccc2F)cc1	-8.6	-4.7	6.0
CCCc1[nH]n(-c2ccc(Cl)c(Cl)c2)c(=O)c1/C=C1\NC(=O)N(Cc2cccc(F)c2)C1=O	-4.4	-0.6	-9.3
Cc1ccc(C(=O)COC(=O)c2ccc(Cl)c(N)c2)cc1	-4.6	.	4.7
Cc1nc2nc3ccn(CCO)c(=O)c3c(-c3ccc(Cl)cc3)n2n1	-2.3	.	2.2
Cc1[nH]c(=S)[nH]c(=O)c1CCO	-0.2	-3.5	-1.8
CC(CCc1ccccc1)CC(=O)N1CCC(C(=O)NC2CC2)CC1 (configuration not stated)	-7.7	.	-7.6

4 records drawn at random from the list so far, as already listed:
SMILES	hcGAS inh	mcGAS inh	NPYLR7 agonist
O=C(NCCn1nc(-c2ccc(F)cc2)ccc1=O)C(c1ccccc1)c1ccccc1	-5.0	-9.2	-2.6
CC(CCc1ccccc1)CC(=O)N1CCC(C(=O)NC2CC2)CC1 (configuration not stated)	-7.7	.	-7.6
Cc1[nH]c(=S)[nH]c(=O)c1CCO	-0.2	-3.5	-1.8
O=C(Nc1cccc(C2SCC(=O)N2c2ccc(F)cc2F)c1)c1ccc(Cl)c(Cl)c1 (configuration not stated)	-1.0	-3.2	2.3

More compounds.
SMILES	hcGAS inh	mcGAS inh	NPYLR7 agonist
CCC(=O)N(c1n[nH]c(=S)s1)C1CC1	-0.5	-2.6	1.0
C=CCN(Cc1ccc(F)cc1)C(=O)C1CCN(CC(N)=O)CC1	-5.4	.	7.3
COc1ccc(C(=O)N2CCN(Cc3ccccc3)CC2)cc1[N+](=O)[O-]	4.8	.	0.6
O=S(=O)(c1cccs1)N(CCC(F)(F)F)C1CCC1	-5.6	.	1.7
Cc1cc(N(C)/N=C\c2ccccc2)nc(-c2ccccc2O)n1	1.4	-2.5	-6.0
CCCC(=O)Nc1cc(C(=O)N2CCCCCC2)cn(C)c1=O	-4.8	-7.6	-16.0
CSc1ccc(NC(=O)C(C)(C)CC(C)C)cn1	-10.5	-17.9	5.1
CC(C)(C)c1ccc(C2c3ccsc3CCN2C(=O)CN(C(=O)C2C[C@H]2c2ccccc2)C2CC2)cc1 (some centres not stated)	-3.0	-4.0	20.2
O=C(CN1C(=O)NC2(CCCCC2)C1=O)N(Cc1ccco1)Cc1cccs1	-2.8	-3.7	1.7
COc1ccccc1-c1ccc2c(c1)C(C)(Cc1ccccc1OC(F)(F)F)C(=O)N2 (configuration not stated)	2.7	-3.2	2.0
c1coc(-c2noc(CN3CCc4[nH]cnc4C34CCCCC4)n2)c1	-2.8	-11.1	29.9
O=C(CN(C(=O)C1CCCCC1)C1CC1)Nc1nc(CC(=O)NC(Cc2ccccc2)c2ccccc2)cs1 (configuration not stated)	2.8	-1.1	-2.1
COCCCCNc1cccc(C(=O)N2CCSCC2)c1	-3.9	.	1.6
CCC(CC)C(=O)Nc1nnc(SCC(=O)Nc2cccc(C)c2)s1	-2.4	-6.8	-6.3
Cc1ccc(CNC(=O)CN2CCC(c3nc4ccccc4s3)CC2)cc1	-4.5	-4.6	6.8
CCC(C(=O)N1CCC2(CC1)NC(=O)c1cccc(C)c1N2)c1ccccc1 (configuration not stated)	-8.6	-6.0	-0.2
C=CCn1c(=O)c2c(nc3n2CCCN3c2ccc(CCCC)cc2)n(C)c1=O	-2.1	.	-1.6
CC(C)CN1C(=O)N(Cc2ccccn2)C(=O)C12CCN(Cc1ccc(N3CCCC3)cc1)CC2	-3.8	-15.9	10.0
CCc1nnc2c(=O)n(-c3ccc(OC)cc3)ccn12	-6.5	-6.8	2.1
CN1CCC2(CCN(C(=O)c3ccccc3-c3ncn[nH]3)CC2)C1	3.1	.	-0.2
COc1ccc(-n2nnc3c(=O)n(CC(=O)c4ccccc4)cnc32)cc1OC	-8.9	-8.8	-0.6
CC(=O)Oc1ccc2c(=O)c(-c3nc4ccccc4s3)coc2c1	-4.0	-6.9	-4.1
CNC(=O)[C@@]1(OCc2cccc(C(F)(F)F)c2)CC(OCc2cccc(F)c2F)[C@@H]2OC(C)(C)O[C@@H]2C1 (some centres not stated)	-2.6	-6.2	10.3
CNC(=O)C(C)Sc1nnnn1-c1ccc(C)cc1C (configuration not stated)	-6.8	.	3.1
CC(c1nc2ccccc2s1)N(C)CC(=O)Nc1c(F)cccc1F (configuration not stated)	2.2	-8.7	3.2
Cc1cc(O)ccc1NC(=O)CC(NCC(C)C)C(=O)O (configuration not stated)	-5.9	-7.8	11.7
CCCn1ncc(C(=O)NC2CCCN(c3ncccn3)C2)c1C (configuration not stated)	-0.1	.	5.7
CCc1ccc(-n2cnnc2)cc1N	-3.3	.	2.2
CCn1c(O)c(C=Nc2ccc(Nc3ccccc3)cc2)c(=O)n(CC)c1=S	-11.1	-3.0	-3.0
Clc1ccc(OCCCN2CCCC2)cc1Cl	-0.5	-4.6	-1.7

Looked up above.
NPYLR7 agonist result of CNC(=O)C(C)Sc1nnnn1-c1ccc(C)cc1C (configuration not stated) stands at 3.1
hcGAS inh result of CCc1nnc2c(=O)n(-c3ccc(OC)cc3)ccn12 stands at -6.5

The results go on.
SMILES	hcGAS inh	mcGAS inh	NPYLR7 agonist
Cc1noc(C)c1S(=O)(=O)N1CCN(Cc2cccc(Cl)c2)CC1	-10.9	.	13.2
c1ccc(CN2CCCC2c2nc(-c3ccncc3)no2)cc1 (configuration not stated)	5.5	-0.1	.
CCn1c(C)ccc(C(=O)NCc2cccnc2-n2cnc3ccccc32)c1=O	2.7	-10.4	.
CCOc1ccc(-n2c(SC(C)CC)nc3c(c2=O)SCC3)cc1 (configuration not stated)	9.7	-0.7	0.6
Cc1ccc2c(c1)oc(=O)n2C1CCN(C(=O)c2cc(F)cc(F)c2)CC1	-6.6	-5.9	5.3
CCc1[nH]n(-c2ccc(Cl)c(Cl)c2)c(=O)c1C1=C(N2CCN(C)CC2)C(=O)N(Cc2ccc(F)cc2)C1=O	-7.2	-5.6	25.7
CCOC(=O)[C@@H]1[C@@H](OC)C(=O)N(C)C12CCN(C(=O)N1CCOCC1)CC2	3.4	2.8	1.5
CCC(CC)NC(=O)CCc1nc2cc(S(=O)(=O)N3CCCCC3)ccc2n1C	-2.8	-7.2	3.6
c1ccc(CN2CN=C3NC(c4ccco4)n4c(nc5ccccc54)N3C2)nc1 (configuration not stated)	-9.3	-7.7	2.2
CSCC(=O)N1CCC(n2c(C)nc3ccc(F)cc32)CC1	-4.9	-4.7	-1.2
COc1ccc(C(C)NS(=O)(=O)c2ccc(Cl)cc2C(F)(F)F)cc1F (configuration not stated)	2.2	.	107.5*
COCCOC(=O)C1=C(C)NC(=O)NC1c1ccc(N(C)C)cc1 (configuration not stated)	-0.3	0.2	1.0
CCn1c(O)c(N=Nc2ccccc2C(F)(F)F)c2ccccc21	1.6	.	1.0
CCOP(=O)(Cc1ccc(NC(=O)c2cccc(Br)c2)cc1)OCC	-4.2	-6.1	-8.3
O=C(c1csc(CSc2nnc(-c3cccnc3)n2-c2ccccc2F)n1)N1CCN(C/C=C/c2ccccc2)CC1	-9.0	-5.8	-2.5

Part of the list above, with two lines to a compound.
The line under a structure holds: hcGAS inh, mcGAS inh, NPYLR7 agonist
> CNC(=O)C(C)Sc1nnnn1-c1ccc(C)cc1C (configuration not stated)
  -6.8, ., 3.1
> CC(c1nc2ccccc2s1)N(C)CC(=O)Nc1c(F)cccc1F (configuration not stated)
  2.2, -8.7, 3.2
> Cc1cc(O)ccc1NC(=O)CC(NCC(C)C)C(=O)O (configuration not stated)
  -5.9, -7.8, 11.7
> CCCn1ncc(C(=O)NC2CCCN(c3ncccn3)C2)c1C (configuration not stated)
  -0.1, ., 5.7

(cont.)
SMILES	hcGAS inh	mcGAS inh	NPYLR7 agonist
CN(Cc1ccc2cccc(Cl)c2n1)Cc1nc(-c2cccnc2)no1	-3.4	.	6.3
COc1ccc(C2=N/C(=C\c3ccc(SC)cc3)C(=O)O2)cc1[N+](=O)[O-]	-1.7	-0.3	21.7
CC(C)c1nn(Cc2ccccc2F)c(=O)c2c1cnn2-c1ccccc1	-4.5	.	5.9
CC1(C(=O)Nc2ccccc2Br)CCN1C(=O)c1ccccc1CCc1ccccc1 (configuration not stated)	-8.0	-5.0	10.2
COCCN1CCC(C(=O)NC23CC4CC(C2)CC(n2cncn2)(C4)C3)C1 (configuration not stated)	-4.5	.	17.4
CCc1ccc(S(=O)(=O)N2CCCC(CNC(=O)c3ccccc3Cl)C2)cc1 (configuration not stated)	-5.2	.	5.3
O=C(Nc1ccc(Oc2ccccc2F)cc1)C1CCCCN1C(=O)c1ccncc1 (configuration not stated)	-3.0	-6.9	1.4
CC1(C)CC(NS(=O)(=O)c2ccc(S(N)(=O)=O)cc2)CC(C)(C)N1	-4.7	-3.2	3.5
Cc1ccccc1CCNC(=O)c1c(C)nn(C)c1C	-16.9	.	1.3
CC(O)(c1ccccc1)c1nc(-c2ccoc2)cs1 (configuration not stated)	-2.1	.	2.3
CC1C(=O)N(c2ccccc2-c2ccccc2)CCN1S(=O)(=O)c1ccccc1 (configuration not stated)	-5.8	-6.8	-3.3
CN(CC(=O)O)S(=O)(=O)c1ccc(Br)cc1	-1.8	.	-0.6
O=C(CCC1CCN(C(=O)C(=O)c2ccco2)CC1)Nc1ccc(F)c(Cl)c1	-7.1	-10.9	7.6
CCCCN(CCC(=O)NCCCN1CCCCC1C)c1nc(Cc2cccc(OC)c2)ns1 (configuration not stated)	-7.5	-5.8	8.7
COCC(=O)N1CCC(=O)N(CCC#N)C[C@H]2COc3ccccc3[C@H]21	5.4	-8.5	0.7

Given as labelled records: entries from further up
CC1(C)CC(NS(=O)(=O)c2ccc(S(N)(=O)=O)cc2)CC(C)(C)N1
  hcGAS inh = -4.7; mcGAS inh = -3.2; NPYLR7 agonist = 3.5
Cc1ccccc1CCNC(=O)c1c(C)nn(C)c1C
  hcGAS inh = -16.9; mcGAS inh = .; NPYLR7 agonist = 1.3
CC(O)(c1ccccc1)c1nc(-c2ccoc2)cs1 (configuration not stated)
  hcGAS inh = -2.1; mcGAS inh = .; NPYLR7 agonist = 2.3
CC1C(=O)N(c2ccccc2-c2ccccc2)CCN1S(=O)(=O)c1ccccc1 (configuration not stated)
  hcGAS inh = -5.8; mcGAS inh = -6.8; NPYLR7 agonist = -3.3

Additional structures.
SMILES	hcGAS inh	mcGAS inh	NPYLR7 agonist
CC(C)c1ccc(-n2c(-c3snnc3-c3ccccc3)n[nH]c2=S)cc1	-7.6	-6.3	-6.6
CCCN(CCC(=O)NC(C)c1ccccc1)c1nc(-c2cccc(Br)c2)nc2ccccc12 (configuration not stated)	-9.9	-8.6	28.6
CSC(C)C(=O)NCc1cccnc1Oc1c(C)cccc1C (configuration not stated)	4.3	.	-0.5
COc1cc(-c2nnc(SCCSC)o2)cc(OC)c1OC	-1.1	-8.7	-0.4
CC1CCN(C(=O)CCNC(=O)[C@@H]2C[C@@H]3C=C[C@H]2C3)CC1	-3.1	.	30.2
c1ccc(CNc2nccnc2-c2cccs2)cc1	-3.9	-2.7	-2.6
Cc1ccccc1Cn1nc(-c2cccs2)ccc1=O	-2.9	.	1.4
CCN1CC(CCN2CCOCC2)C(C(c2ccccc2)c2ccccc2)C1=O (configuration not stated)	-6.8	.	5.1
Cc1ccccc1-c1nc(OCC(C)C)nn1-c1ccc(NC(=O)/C=C/c2ccc([N+](=O)[O-])cc2)cc1	-2.0	-2.9	9.7
Cc1ccc(N(C)S(=O)(=O)c2ccsc2-c2nc(-c3ccc(F)cc3)no2)cc1F	-8.5	-8.4	.
COc1ccccc1N1CCN(C2CCCN(Cc3ccc4nonc4c3)C2)CC1 (configuration not stated)	-7.9	.	17.5
CCn1c(C2CCCN(C(=O)c3cc(C)c(C)n(C)c3=O)C2)nn(C)c1=O (configuration not stated)	-6.9	.	4.5
